Gli-Sufu antag = Gli-Sufu pathway antagonists, primary screen, luciferase luminescence, Sufu-KO-LIGHT cells, uHTS; AID 588413, 2011; Sufu-KO-LIGHT fibroblasts, Gli luciferase reporter luminescence; 0.74% of 340,000 active; inhibition, % at 5 µM;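 active = inhibition above about 55%, limit read from the data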;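 note: 0% = DMSO-treated cells and 100% = wells with medium but no cells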
SENP8 block = SENP8 protease inhibitors, primary screen, biochemical, luminescence | purified SENP8, Z-RLRGG-aminoluciferin cleavage | inhibition, % at 10 µM | Sentrin-specific protease 8 (Homo sapiens), Q96LD8 | AID 2540, 2010 | 1.2% of 330,000 active
HKDC1 inhibitor = HKDC1 hexokinase inhibitors, primary screen, biochemical, fluorescence, uHTS. inhibition, % at 20 µM. recombinant HKDC1, G6PDH/diaphorase resazurin coupled fluorescence. Q2TB90. 0.16% of 340,000 active. AID 493160, 2011;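 active = inhibition above about 35% when tested at 20 µM, limit read from the data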;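 note: plate controls were DMSO wells with enzyme for no effect and DMSO wells lacking enzyme for full effect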
Target sequence (Q2TB90 whole entry, looked up): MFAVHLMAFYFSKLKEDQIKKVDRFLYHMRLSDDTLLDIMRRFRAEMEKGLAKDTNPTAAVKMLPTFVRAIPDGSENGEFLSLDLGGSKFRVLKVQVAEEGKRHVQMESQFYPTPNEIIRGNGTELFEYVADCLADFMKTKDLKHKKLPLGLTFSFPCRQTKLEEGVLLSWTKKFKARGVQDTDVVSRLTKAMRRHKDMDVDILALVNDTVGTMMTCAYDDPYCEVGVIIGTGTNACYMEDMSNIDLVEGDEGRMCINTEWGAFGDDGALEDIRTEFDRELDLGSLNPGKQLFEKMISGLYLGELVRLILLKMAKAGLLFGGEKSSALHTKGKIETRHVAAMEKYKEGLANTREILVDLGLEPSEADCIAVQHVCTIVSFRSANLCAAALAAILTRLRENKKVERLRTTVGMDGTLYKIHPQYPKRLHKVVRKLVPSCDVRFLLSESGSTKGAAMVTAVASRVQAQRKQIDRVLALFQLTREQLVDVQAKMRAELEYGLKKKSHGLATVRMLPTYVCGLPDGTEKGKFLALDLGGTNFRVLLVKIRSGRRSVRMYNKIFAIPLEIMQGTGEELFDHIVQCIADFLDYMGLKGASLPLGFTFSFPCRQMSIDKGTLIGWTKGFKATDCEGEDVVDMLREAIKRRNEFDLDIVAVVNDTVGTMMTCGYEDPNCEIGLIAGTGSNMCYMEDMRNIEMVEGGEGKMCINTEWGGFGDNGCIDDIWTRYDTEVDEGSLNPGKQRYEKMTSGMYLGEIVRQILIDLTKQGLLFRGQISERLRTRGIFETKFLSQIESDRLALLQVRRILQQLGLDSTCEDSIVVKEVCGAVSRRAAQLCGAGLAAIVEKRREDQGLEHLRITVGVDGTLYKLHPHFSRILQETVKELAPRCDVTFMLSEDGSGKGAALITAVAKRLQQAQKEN
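Test system: Recombinant HKDC1 (HK5) hexokinase enzyme, produced in-house | Input: HKDC1 at 5 µg/mL | Buffer or medium: Tris pH 8.0 buffer with MgCl2, Tween-20, BSA, BME | Schedule: 90 min reaction incubation at room temperature, dark | Technique: Resazurin-to-resorufin fluorescence via G6PDH and diaphorase coupling, 525/613 nm | Controls: DMSO wells with and without enzyme mix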
Jurkat NFkB inh = inhibitors of induced NF-kB luciferase reporter, primary screen, TCR NF-kB activation inhibitor project, cell-based, luminescence, uHTS. Jurkat, PMA/ionomycin-induced NF-kB luciferase reporter. 0.53% of 330,000 active. AID 435003, 2010. inhibition, % at 4 µM
UBC13 polyUb = UBC13 polyubiquitin chain formation inhibitors, primary screen, biochemical, TR-FRET, uHTS | inhibition, % at 20 µM | Ubiquitin-conjugating enzyme E2 N (Homo sapiens), P61088 | 0.47% of 330,000 active; in the data active = inhibition above about 45%, passing the limit was not always enough
Target sequence (P61088 whole entry, looked up): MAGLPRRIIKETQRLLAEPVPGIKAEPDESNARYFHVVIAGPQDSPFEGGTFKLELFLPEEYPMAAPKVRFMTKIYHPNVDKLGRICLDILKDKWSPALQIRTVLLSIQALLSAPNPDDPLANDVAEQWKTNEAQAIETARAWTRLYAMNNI
Apaf1 inhib = inhibitors of human Apaf-1 apoptosome, primary screen, biochemical, DEVD-Rh110 fluorescence, uHTS; reconstituted apoptosome caspase-3 activity; Apoptotic protease-activating factor 1 (Homo sapiens), O14727; inhibition, % at 20 µM; 0.71% of 330,000 active; active = inhibition of at least 40% at 20 µM;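 note: plate controls were DMSO wells for no effect and DEVD-CHO caspase inhibitor wells for full effect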
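Medium: Hepes buffer, pH 7.5 / System: biochemical Apaf-1 apoptosome reconstitution / Measured by: Rh110 fluorescence, excitation 480 nm, emission 540 nm / Times: compound with Apaf-1, dATP, procaspase-3 30 min, then 50 min reaction, room temperature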
SENP7 block = SENP7 protease inhibitors, primary screen, biochemical, luminescence, uHTS; Sentrin-specific protease 7 (Homo sapiens), Q9BQF6; AID 434973, 2010; inhibition, % at 5 µM; recombinant SENP7, Z-RLRGG-aminoluciferin luminescence, 40 min; 1.5% of 330,000 active;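 active = inhibition above about 50% at the single test dose, limit read from the data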;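 note: plate controls were DMSO with enzyme for no effect and no enzyme buffer wells for full effect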
697 NFkB inh = inhibitors of PMA/ionomycin-induced NF-kB reporter, 697 cells, primary screen, B-cell NF-kB inhibitor project, cell-based, luminescence, uHTS | 697 B-cell NF-kB luciferase reporter, 16 h | inhibition, % at 4 µM | 0.33% of 330,000 active; in the data active = inhibition above about 35%
Numbers without * were called inactive. Cut-off read from the data, not from the text of the source, unless noted: active = inhibition above about 50%; inactive = the rest. The order is random. Share with any hit: about 3.6%.

Results for CC1=C(C#N)C(/C=N/OCc2ccc(Cl)cc2)CC(=O)N1 (configuration not stated) ?
Gli-Sufu antag: -7; SENP8 block: -6; HKDC1 inhibitor: -15; Jurkat NFkB inh: -20; UBC13 polyUb: 6; Apaf1 inhib: 3; SENP7 block: 6; 697 NFkB inh: 11

What do the screens show for `C[C@H](CO)N1C[C@H](C)[C@@H](CN(C)C(=O)Nc2ccc3c(c2)OCO3)Oc2c(NS(=O)(=O)c3ccc(F)cc3)cccc2C1=O`?
Gli-Sufu antag: 27; SENP8 block: -5; HKDC1 inhibitor: -4; Jurkat NFkB inh: -3; UBC13 polyUb: -12; Apaf1 inhib: 11; SENP7 block: -12; 697 NFkB inh: 3

Results for CCN(CC)CC(=O)NCc1cc(-c2ccc(OC)cc2)no1 ?
Gli-Sufu antag: 0; SENP8 block: 0; HKDC1 inhibitor: 0; Jurkat NFkB inh: -19; UBC13 polyUb: -1; Apaf1 inhib: 2; SENP7 block: 5; 697 NFkB inh: 1

How did O=C1NC(NS(=O)(=O)c2ccc(Cl)cc2)(C(F)(F)F)C(=O)N1CCc1ccccc1 (configuration not stated) do in these assays?
Gli-Sufu antag: 12; SENP8 block: 3; HKDC1 inhibitor: -4; Jurkat NFkB inh: -5; UBC13 polyUb: -6; Apaf1 inhib: -1; SENP7 block: -6; 697 NFkB inh: -8

Results for CC(C)Oc1ccc(CNC(=O)C2CCN(C(=O)N3CCOc4ccccc43)CC2)cc1 ?
Gli-Sufu antag: -7; SENP8 block: 6; HKDC1 inhibitor: -6; Jurkat NFkB inh: 2; UBC13 polyUb: 4; Apaf1 inhib: -2; SENP7 block: -4; 697 NFkB inh: 9

Results for CCCCC(=O)Nc1ccc2c(c1)nc(CCN1CCN(C)CC1)n2C ?
Gli-Sufu antag: 7; SENP8 block: -12; HKDC1 inhibitor: -2; Jurkat NFkB inh: -8; UBC13 polyUb: -3; Apaf1 inhib: -11; SENP7 block: -5; 697 NFkB inh: 3

Results for O=C(NCCCCc1ccccc1)Nc1ccc(F)cc1 ?
Gli-Sufu antag: -9; SENP8 block: 0; HKDC1 inhibitor: 7; Jurkat NFkB inh: -17; UBC13 polyUb: -1; Apaf1 inhib: 13; SENP7 block: 5; 697 NFkB inh: -2

Results for Cc1ccc(S(=O)(=O)N2CCCC2=O)c(C)c1N(C)S(C)(=O)=O ?
Gli-Sufu antag: -28; SENP8 block: -2; HKDC1 inhibitor: -7; Jurkat NFkB inh: 10; UBC13 polyUb: 8; Apaf1 inhib: -10; SENP7 block: -5; 697 NFkB inh: 5

Results for CCOc1ccccc1CNC(=O)c1nn(C)c2c1CS(=O)(=O)c1ccccc1-2 ?
Gli-Sufu antag: 9; SENP8 block: -3; HKDC1 inhibitor: -3; Jurkat NFkB inh: -11; UBC13 polyUb: -6; Apaf1 inhib: 5; SENP7 block: -3; 697 NFkB inh: -11

How did O=C(CSc1nnc(CCc2nc3ccccc3[nH]2)n1-c1ccccc1)NCc1ccco1 do in these assays?
Gli-Sufu antag: 5; SENP8 block: 4; HKDC1 inhibitor: 2; Jurkat NFkB inh: 1; UBC13 polyUb: -4; Apaf1 inhib: 3; SENP7 block: 13; 697 NFkB inh: -8

Results for O=C(CNC(=O)c1sc2ccccc2c1Cl)NCc1ccc(F)cc1 ?
Gli-Sufu antag: 5; SENP8 block: -3; HKDC1 inhibitor: -3; Jurkat NFkB inh: -7; UBC13 polyUb: 5; Apaf1 inhib: -3; SENP7 block: -5; 697 NFkB inh: 13

What do the screens show for `CCN(CC)S(=O)(=O)c1ccc(C)c(NC(=O)COC(=O)CN2C(=O)NC(C)(C)C2=O)c1`?
Gli-Sufu antag: 3; SENP8 block: 5; HKDC1 inhibitor: -3; Jurkat NFkB inh: 11; UBC13 polyUb: 1; Apaf1 inhib: 0; SENP7 block: -5; 697 NFkB inh: 7

Results for COc1ccc(OC)c(-c2csc3nnc(SCC(=O)Nc4ccc(NC(C)=O)cc4)n23)c1 ?
Gli-Sufu antag: 1; SENP8 block: 3; HKDC1 inhibitor: 7; Jurkat NFkB inh: 5; UBC13 polyUb: 5; Apaf1 inhib: -11; SENP7 block: -7; 697 NFkB inh: 25

How did COc1ccc(S(=O)(=O)N(C)C[C@H]2Oc3ccc(NC(=O)NC4CCCCC4)cc3C(=O)N([C@H](C)CO)C[C@@H]2C)cc1 do in these assays?
Gli-Sufu antag: -20; SENP8 block: -18; HKDC1 inhibitor: -5; Jurkat NFkB inh: 14; UBC13 polyUb: -9; Apaf1 inhib: 28; SENP7 block: -7; 697 NFkB inh: 14

Results for CC1=C(C(=O)c2ccccc2)C(c2ccc(OC(F)F)cc2)NC(=S)N1 (configuration not stated) ?
Gli-Sufu antag: 17; SENP8 block: -3; HKDC1 inhibitor: -2; Jurkat NFkB inh: 11; UBC13 polyUb: -1; Apaf1 inhib: 6; SENP7 block: -4; 697 NFkB inh: 4

How did c1ccc(Cn2c3ccccc3c3nnc(SCCN4CCCCC4)nc32)cc1 do in these assays?
Gli-Sufu antag: 1; SENP8 block: 6; HKDC1 inhibitor: -3; Jurkat NFkB inh: -6; UBC13 polyUb: -4; Apaf1 inhib: 2; SENP7 block: 7; 697 NFkB inh: -24

Results for CN(C(=O)C1CCCO1)c1nnc(-c2ccncc2)s1 (configuration not stated) ?
Gli-Sufu antag: 22; SENP8 block: 3; HKDC1 inhibitor: -5; Jurkat NFkB inh: -2; UBC13 polyUb: 9; Apaf1 inhib: 0; SENP7 block: 4; 697 NFkB inh: 27

How did COc1ccc(N=CC2=C(O)c3ccccc3C2=O)c(OC)c1 do in these assays?
Gli-Sufu antag: 6; SENP8 block: 95*; HKDC1 inhibitor: -1; Jurkat NFkB inh: -117; UBC13 polyUb: -10; Apaf1 inhib: 1; SENP7 block: 99*; 697 NFkB inh: -150

How did CCCC(=O)NC(NC(=S)Nc1ccc(N=Nc2ccccc2)cc1)C(Cl)(Cl)Cl (configuration not stated) do in these assays?
Gli-Sufu antag: 36; SENP8 block: -9; HKDC1 inhibitor: -7; Jurkat NFkB inh: 4; UBC13 polyUb: -15; Apaf1 inhib: 8; SENP7 block: 0; 697 NFkB inh: -40

How did CC(=O)Nc1ccc(NC(=O)Cn2c(-c3ccc(F)cc3)cnc2SCC(=O)Nc2c(C)cccc2C)cc1 do in these assays?
Gli-Sufu antag: -6; SENP8 block: -5; HKDC1 inhibitor: 0; Jurkat NFkB inh: 2; UBC13 polyUb: 1; Apaf1 inhib: -19; SENP7 block: 1; 697 NFkB inh: 24

Results for Cc1cc(NC(=O)COC(=O)CSc2nc3cc(Cl)ccc3n2Cc2ccccc2)no1 ?
Gli-Sufu antag: 0; SENP8 block: -5; HKDC1 inhibitor: -2; Jurkat NFkB inh: 2; UBC13 polyUb: 10; Apaf1 inhib: 14; SENP7 block: 4; 697 NFkB inh: 16

What do the screens show for `Cn1c(Nn2cnnc2)nc2ccccc21`?
Gli-Sufu antag: 3; SENP8 block: -2; HKDC1 inhibitor: -6; Jurkat NFkB inh: 7; UBC13 polyUb: 1; Apaf1 inhib: -4; SENP7 block: -7; 697 NFkB inh: -2

Results for COc1cc(/C=C/C(=O)OCC(=O)Nc2cc(S(=O)(=O)N3CCOCC3)ccc2Cl)cc(OC)c1OC ?
Gli-Sufu antag: -9; SENP8 block: -5; HKDC1 inhibitor: -3; Jurkat NFkB inh: -6; UBC13 polyUb: -2; Apaf1 inhib: 13; SENP7 block: 3; 697 NFkB inh: -3

Results for O=C(Cc1ccccc1)Nc1ccc(-c2nnc(-c3ccco3)o2)cc1 ?
Gli-Sufu antag: -19; SENP8 block: -3; HKDC1 inhibitor: 4; Jurkat NFkB inh: -37; UBC13 polyUb: -12; Apaf1 inhib: 11; SENP7 block: -10; 697 NFkB inh: -66

Results for C=CCN(Cc1ccc(OC)c(OC)c1)C(=O)c1cc2cc(F)ccc2[nH]1 ?
Gli-Sufu antag: -3; SENP8 block: -7; HKDC1 inhibitor: 0; Jurkat NFkB inh: -39; UBC13 polyUb: -19; Apaf1 inhib: 26; SENP7 block: -5; 697 NFkB inh: -33

How did CC1CCCN(Cc2c(O)ccc3c4c(c(=O)oc23)CCCC4)C1 (configuration not stated) do in these assays?
Gli-Sufu antag: -3; SENP8 block: -1; HKDC1 inhibitor: -1; Jurkat NFkB inh: -5; UBC13 polyUb: 21; Apaf1 inhib: 4; SENP7 block: 0; 697 NFkB inh: -1

Results for O=c1nc(N2CCCC2)nc(Nc2ccccc2)[nH]1 ?
Gli-Sufu antag: -12; SENP8 block: -13; HKDC1 inhibitor: -2; Jurkat NFkB inh: -11; UBC13 polyUb: -8; Apaf1 inhib: 10; SENP7 block: -4; 697 NFkB inh: -1

Results for Cc1cc(C)n(-c2nc3ccccc3nc2Nc2ccc3c(c2)OCO3)n1 ?
Gli-Sufu antag: 1; SENP8 block: -11; HKDC1 inhibitor: 2; Jurkat NFkB inh: 1; UBC13 polyUb: 0; Apaf1 inhib: 7; SENP7 block: 8; 697 NFkB inh: 2

What do the screens show for `CC1CCCC(NC(=O)CSc2ncccc2C(=O)O)C1C` (configuration not stated)?
Gli-Sufu antag: 1; SENP8 block: 2; HKDC1 inhibitor: -2; Jurkat NFkB inh: 8; UBC13 polyUb: -2; Apaf1 inhib: -2; SENP7 block: 10; 697 NFkB inh: 8

Structural class: the compounds so far containing an aryl methoxy group.
Results for CCN(CC)CC(=O)NCc1cc(-c2ccc(OC)cc2)no1 ?
Gli-Sufu antag: 0; SENP8 block: 0; HKDC1 inhibitor: 0; Jurkat NFkB inh: -19; UBC13 polyUb: -1; Apaf1 inhib: 2; SENP7 block: 5; 697 NFkB inh: 1

Results for COc1ccc(OC)c(-c2csc3nnc(SCC(=O)Nc4ccc(NC(C)=O)cc4)n23)c1 ?
Gli-Sufu antag: 1; SENP8 block: 3; HKDC1 inhibitor: 7; Jurkat NFkB inh: 5; UBC13 polyUb: 5; Apaf1 inhib: -11; SENP7 block: -7; 697 NFkB inh: 25

How did COc1ccc(S(=O)(=O)N(C)C[C@H]2Oc3ccc(NC(=O)NC4CCCCC4)cc3C(=O)N([C@H](C)CO)C[C@@H]2C)cc1 do in these assays?
Gli-Sufu antag: -20; SENP8 block: -18; HKDC1 inhibitor: -5; Jurkat NFkB inh: 14; UBC13 polyUb: -9; Apaf1 inhib: 28; SENP7 block: -7; 697 NFkB inh: 14

How did COc1ccc(N=CC2=C(O)c3ccccc3C2=O)c(OC)c1 do in these assays?
Gli-Sufu antag: 6; SENP8 block: 95*; HKDC1 inhibitor: -1; Jurkat NFkB inh: -117; UBC13 polyUb: -10; Apaf1 inhib: 1; SENP7 block: 99*; 697 NFkB inh: -150

Results for COc1cc(/C=C/C(=O)OCC(=O)Nc2cc(S(=O)(=O)N3CCOCC3)ccc2Cl)cc(OC)c1OC ?
Gli-Sufu antag: -9; SENP8 block: -5; HKDC1 inhibitor: -3; Jurkat NFkB inh: -6; UBC13 polyUb: -2; Apaf1 inhib: 13; SENP7 block: 3; 697 NFkB inh: -3

Results for C=CCN(Cc1ccc(OC)c(OC)c1)C(=O)c1cc2cc(F)ccc2[nH]1 ?
Gli-Sufu antag: -3; SENP8 block: -7; HKDC1 inhibitor: 0; Jurkat NFkB inh: -39; UBC13 polyUb: -19; Apaf1 inhib: 26; SENP7 block: -5; 697 NFkB inh: -33
